Source: PubChem
IL-1B inflam inh: blocks inflammasome-driven IL-1 beta release. THP-1 LPS/ATP IL-1B secretion, AlphaLISA, 16 h; hits give low values. activity change, % at 57.5 µM. 360,000 compounds, 4.7% hits. AID 743279; in the data active = activity change below about -50%; inconclusive = mostly about -30% to -49%; note: % is set by controls: 0 for no effect and ±100 for the full control effect
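THP-1 cells pretreated 1 hr with compounds (up to 57.5 uM final), then stimulated with LPS (250 ng/mL final) plus ATP (1.25 mM final); secreted IL-1B measured by AlphaLISA after 16 hr, decreased signal indicating inhibition.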
DRD3 agonist: D3 dopamine receptor (human) agonism; D3R DiscoveRx beta-arrestin cells, luminescence, 90 min; max activation, %; 410,000 compounds, 0.58% hits; in the data active = max activation above about 30%; note: 0% is about no effect; mostly tested at two doses, the higher about 12 µM
Target sequence (P35462 whole entry, looked up): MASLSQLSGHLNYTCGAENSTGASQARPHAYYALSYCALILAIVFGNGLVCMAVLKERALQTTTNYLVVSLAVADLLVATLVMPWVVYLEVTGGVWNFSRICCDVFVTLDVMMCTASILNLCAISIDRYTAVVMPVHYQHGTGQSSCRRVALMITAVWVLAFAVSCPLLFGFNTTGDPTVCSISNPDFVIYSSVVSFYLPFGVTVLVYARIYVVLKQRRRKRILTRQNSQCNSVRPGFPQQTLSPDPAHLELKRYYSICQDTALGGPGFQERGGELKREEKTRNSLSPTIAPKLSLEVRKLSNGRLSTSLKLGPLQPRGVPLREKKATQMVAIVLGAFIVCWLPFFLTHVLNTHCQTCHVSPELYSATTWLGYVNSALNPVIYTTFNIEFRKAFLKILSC
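Agonist mode: compounds and dopamine controls were applied to plated cells for 90 min at 37 degrees C after an overnight attachment at 1500 cells/well. Luminescent read-out followed 30 - 60 minutes at room temperature with DiscoveRx detection reagent.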
KB-3-1 tox: KB-3-1 parental cell cytotoxicity. Potency, µM (doses to about 46.1 µM), for inactives: at the top dose activity change, negative = cytotoxic, actives largely listed as cytotoxic. AID 1347075. 400,000 compounds, 1.4% hits. KB-3-1 viability, CellTiter-Glo ATP luminescence, 72 h; note: potency is the fitted concentration of half-maximal effect; % is set by controls: 0 for no effect and ±100 for the full control effect; nearly all actives have a fitted effect of over 60% in size
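Luminescent ATP read-out (CellTiter-Glo) measures survival of drug-naive KB-3-1 cells after 72 h compound exposure at 37 °C. Titration series was screened from lowest to highest concentration, with DMSO vehicle plates as background controls.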
SW480 rerep: DNA re-replication induction in SW480 cells; SW480 DNA re-replication, Hoechst DNA content imaging, 48 h; Potency, µM (titrated, usually from 46.1 µM), for inactives: at the highest dose re-replication activation, hits mostly activators; 340,000 compounds, 1.8% hits; note: potency is the fitted concentration of half-maximal effect; % of control where 0% means no effect; nearly all actives have a fitted effect of over 55% in size
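Treated cells incubate 48 hr (37 C, 5% CO2), are stained 40 min with Hoechst, and nuclear fluorescence is enumerated; a rise in nuclei with high DNA signal marks re-replication.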
MCF10A rereplic: inducers of DNA re-replication in MCF 10A breast cells; MCF 10A DNA re-replication, Hoechst nuclear intensity, 48 h; Potency, µM (titrated, usually from 46.1 µM), for inactives: top-dose activity, positive = re-replication, hits mostly activators; 350,000 compounds, 2.9% hits; AID 624296; note: potency is the fitted concentration of half-maximal effect; % of control where 0% means no effect; nearly all actives have a fitted effect of over 50% in size
HT1080NT lethal: kills 2HG-producing HT-1080-NT fibrosarcoma cells; HT-1080-NT fibrosarcoma viability, CellTiter-Glo ATP luminescence, 48 h; Potency, µM (series often up to 46.1 µM), for the others: top-dose activity, negative = less viability, most hits filed as cytotoxic; 360,000 compounds, 1.6% hits; AID 686970;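 note: NT is the 2HG producing partner of a matched IDH1 knockdown line; potency is the fitted concentration of half-maximal effect; 0% = DMSO-treated cells and -100% = media-only wells without cells; nearly all actives have a fitted effect of over 55% in size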
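Viability by CellTiter-Glo luminescence after 48 h compound exposure at 37C of HT-1080-NT cells (750/well, RPMI, 5% FBS). % activity scaled between DMSO wells and medium-only wells, then curve-fitted and categorized by curve class.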
KB-V1 cytotox: kills drug-selected multidrug resistant KB-V1 cells | 400,000 compounds, 3.4% hits | Potency, µM (doses to about 46.1 µM), for the others: at the top dose activity change, negative = cytotoxicity, usual class: cytotoxic | KB-V1 MDR cells viability, CellTiter-Glo, 72 h | AID 1347076; note: potency is the fitted concentration of half-maximal effect; % is set by controls: 0 for no effect and ±100 for the full control effect; nearly all actives have a fitted effect of over 60% in size
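KB-V1 MDR subline cells in DMEM (phenol-red free, 10% FBS) exposed to compounds in qHTS concentration series for 72 h at 37 degrees C. Viability read by CellTiter-Glo luminescence; concentration-effect curves fitted after normalization and correction.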
HT1080 IDH1KD tx: toxicity to HT-1080 IDH1 knockdown cells (counter line) | Potency, µM (top dose mostly 46.1 µM), for inactives: top-dose activity, negative = toxicity, hits mostly cytotoxic | 360,000 compounds, 2% hits | HT-1080 IDH1 knockdown viability, ATP luminescence, 48 h;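 note: potency is the fitted concentration of half-maximal effect; 0% = DMSO wells and -100% = cell-free medium wells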
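Cytotoxicity counter-line: IDH1KD HT-1080, 48 h, CellTiter-Glo. Curves classed by r2, magnitude and activity.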
HEK293 tox: cytotoxic in the GLP-1 receptor inverse agonist counter-screen; AID 624418; Potency, µM (top dose mostly 38.3 µM), for inactives: at the highest dose activity change, negative = inhibition, usual class: inhibitors; HEK293 cAMP-luciferase reporter cells, luminescence, 24 h; 410,000 compounds, 0.13% hits;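 note: loss of luciferase light is scored as toxicity; potency is the fitted concentration of half-maximal effect; % is set by controls: 0 for no effect and ±100 for the full control effect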
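Step one: seed cells (200 cells/uL, DMEM with 10% Nu serum, 1% pen-strep). Step two: 12-hour incubation at 37 deg C. Step three: pin 23 nL compound, incubate 24 hr. Step four: add luciferase reagent, read luminescence 12 min later.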
The depositor's hits bear a star; ? = inconclusive; . = no result given; [ ] = remark or other dose. Unless noted, calls come from the whole dose curve; as a rule, active = well fitted curve in the direction sought with a large enough effect; inconclusive = small, poorly fitted or top-dose-only effect, or another doubt; inactive = no such curve, though single readings can be large; an effect the other way counts as inactive or inconclusive. Compounds as they come. About 11% of those tested had a hit in this group.

SMILES | IL-1B inflam inh | DRD3 agonist | KB-3-1 tox | SW480 rerep | MCF10A rereplic | HT1080NT lethal | KB-V1 cytotox | HT1080 IDH1KD tx | HEK293 tox
CCOC(=O)C1=CN(Cc2cccc(F)c2)S(=O)(=O)N(CC)C1c1ccc(F)c(Cl)c1 (stereo not drawn) | 2 | -26 | ? | 13%[9.22 µM] | 15% | 5% | ? | -2% | -2%
CCOc1cc(/C=N/NC(=O)c2cccnc2)ccc1OC(=O)c1ccco1 | -4 | -5 | 1% | -6% | -5% | -6% | -1% | 7% | -6%
CCCCOP(=O)(c1ccc(N(C)C)cc1)C(O)c1ccccc1F (stereo not drawn) | -22 | -4 | -2% | -9% | -2% | 1% | ? | -5% | -2%
COC(=O)c1ccc(Cn2nc(C)c(Br)c2C)cc1 | -6 | 3 | 5% | -14% | 2% | -1% | -13% | 0% | 1%
Cc1ccc(S(=O)(=O)N2CCCC(C(=O)NCC3COCCO3)C2)cc1 (stereo not drawn) | 4 | -10 | -3% | 0% | -1% | -3% | 1% | -1% | 11%
O=C(Nc1cccc(-c2cc3ccccc3oc2=O)c1)c1ccc(Br)o1 | -10 | 5 | -15% | 1%[9.22 µM] | 11% | -3% | -21% | -2% | 12%
COCCCNC(=O)CN(C1CCCCC1)S(=O)(=O)c1ccc(C)cc1 | -5 | 0 | 2% | 0% | -2% | 7% | 6% | 1% | 1%
CC(C)(C)c1ccc(C(=O)N2CCC(C(=O)NC3CC3)CC2)cc1 | 19 | 0 | -12% | -9% | 9% | 0% | ? | 6% | -2%
Cc1cccc(CCN=c2c([N+](=O)[O-])nn(-c3ccccc3)n2O)c1 | ? | -6 | 8% | -6% | 10% | -3% | -3% | -8% | -27%
CC1CCN(C(=O)c2ccc3ccccc3c2)CC1 | 7 | -3 | -2% | 3% | -1% | -1% | -11% | -3% | -8%
Cc1c(OC(C)C(=O)NCc2ccccn2)ccc2c3c(c(=O)oc12)CCCC3 (stereo not drawn) | -28 | 0 | 3% | -6% | 3% | -8% | -22% | -13% | -14%
Cc1csc(NC(=O)CN(C)S(=O)(=O)c2cccc3cccnc23)n1 | -7 | 2 | -3% | 0% | 21% | -3% | -39% | 0% | 16%
CC[n+]1c(/C=C/c2cc([N+](=O)[O-])ccc2O)ccc2ccccc21 | -15 | 4 | ? | 10% | 17% | -22% | 15% | -14% | -31%
Cc1cccc(NC(=O)COC(=O)CN2C(=O)C3CCCCC3C2=O)c1C (stereo not drawn) | 12 | 0 | 15% | . | . | 2% | 13% | 21% | -17%
C/C(N)=C(/C#N)C(=O)CSc1nc(-c2ccccc2)c(-c2ccccc2)o1 | -15 | 12 | -19% | ? | ? | ? | ? | ? | 1%
CC1=C(C(=O)Nc2ccccc2)C(c2ccc(C(=O)O)cc2)n2nc(SCC(=O)c3ccc(C)cc3)nc2N1 (stereo not drawn) | . | -6 | 1% | . | . | . | 9% | . | -6%
Cc1ccc2c(c1)C(c1ccccc1)N(C(=O)c1cccc([N+](=O)[O-])c1)CC(=O)N2 (stereo not drawn) | 28 | 6 | 4% | -3% | 10% | -3% | -30% | -21% | -6%
CCC(C)N1CCN(C(=O)c2cccs2)CC1 (stereo not drawn) | -2 | -17 | -4% | -2% | -12% | 9% | 2% | 12% | -1%
O=C(Cc1ccc(Cl)cc1)Nc1ccc(N2CCN(C(=O)c3ccco3)CC2)c(Cl)c1 | -68* | -10 | ? | 4% | ? | ? | ? | ? | -9%
c1csc(-c2cnc3n2CCCC3)c1 | 4 | 0 | 2% | -6% | -5% | 3% | 3% | 4% | -16%
CCOc1cc(C2NC(=S)NC(C)=C2C(=O)Nc2ccccc2)ccc1O (stereo not drawn) | 4 | 1 | 12% | 4% | 2% | 11% | ? | 16% | 16%
O=C1CN(S(=O)(=O)c2ccc(Cl)cc2C(F)(F)F)CCN1 | 34 | 3 | 4% | -2% | 7% | 2% | -2% | -2% | 10%
COc1ccc([N+](=O)[O-])cc1NC(=O)CSCc1ccccc1 | 3 | -24 | -3% | -2% | 3% | -21% | -19% | -2% | 7%
Cc1ccc(-c2nnn(CC(=O)NC(=O)NC3CCCCC3)n2)cc1 | ? | 2 | 1% | 3% | ? | 3% | 0% | 5% | -8%
O=C(NC1CCCC1)C(c1ccc(Cl)cc1)N1CCN(C2CCCCC2)CC1 (stereo not drawn) | -26 | -17 | 5% | -2% | 5% | 3% | -30% | -3% | -7%
SMILES | IL-1B inflam inh | DRD3 agonist | KB-3-1 tox | SW480 rerep | MCF10A rereplic | HT1080NT lethal | KB-V1 cytotox | HT1080 IDH1KD tx | HEK293 tox
COc1ccc(CC(C#N)(CO)c2nc3ccccc3[nH]2)cc1 (stereo not drawn) | -9 | -3 | ? | 21µM* | 2% | -2% | ? | -15% | -5%
Cc1ccc(C(=O)NNC(=S)NC(=O)c2ccc(Cl)cc2Cl)cc1 | 40 | 14 | -26% | ? | 20% | ? | ? | ? | -9%
CCN(CC)S(=O)(=O)c1ccc(C(=O)N(c2ccccc2)C2C=CS(=O)(=O)C2)cc1 (stereo not drawn) | 2 | 8 | ? | -2% | -1% | 24% | 20% | 0% | -6%
CC(C)C[C@H](NC(=O)c1ccc(OC2CCN(C(=O)C3CC3)CC2)cc1)C(N)=O | 21 | 13 | -12% | 10%[1.84 µM] | -3% | 6% | 7% | -8% | 0%
COc1ccc(CN2C(=O)CCC2(C)c2nnnn2Cc2ccccc2)cc1 (stereo not drawn) | 9 | -10 | 6% | . | . | 1% | ? | -7% | 6%
COc1ccc(-c2cn(-c3ccc(C)cc3)c(S(=O)(=O)CC(=O)Nc3ccc(F)cc3)n2)cc1 | . | -15 | -6% | . | . | . | -14% | . | -17%
COc1ccc(OC)c2sc(N(Cc3cccnc3)C(C)=O)nc12 | . | 2 | 0% | . | . | . | 25% | . | -2%
COc1cccc(Cc2nc3ccccc3nc2SCC(=O)NCCc2ccccc2)c1 | . | 2 | 5% | . | . | . | 1% | . | -4%
COc1cc(C(=O)NCC(=O)N/N=C/c2ccc(-c3ccc([N+](=O)[O-])cc3)o2)cc(OC)c1OC | ? | 6 | -5% | ? | 5% | -22% | 7% | -27% | 9%
CCCc1nc2c(C)cc(Br)cn2c1Cc1ccsc1 | 25 | 6 | 0% | . | . | -14% | 5% | -9% | 5%
COc1ccc2cc(C(=O)N3CCN(C)CC3)[nH]c2c1 | 4 | -5 | 0% | 1% | 4% | 6% | -14% | 13% | 3%
CS(=O)(=O)Nc1cccc(-c2cnc3ccccc3n2)c1 | -14 | -6 | -10% | ? | ? | 0% | -11% | -2% | 4%
Cc1c(O)ccc2c(CN3CCOCC3)cc(=O)oc12 | 0 | 15 | 25% | -5% | -5% | 1% | 10% | 4% | .
CCOc1ccc(NC(=O)CSc2nnc(COc3c(C)cccc3C)o2)cc1 | 11 | 6 | 2% | 1% | 7% | 1% | 32% | 0% | 3%
CC/C(=N/Nc1ccccc1Cl)c1cnnc(-c2ccccc2)n1 | -18 | -9 | -5% | 9% | -186%[0.0737 µM] | -7% | -8% | -3% | 3%
CC(=O)c1ccc(S(=O)(=O)N2CCN(C(=O)c3ccc(-n4nc(C)c(Cl)c4C)cc3)CC2)cc1 | -14 | 77* | ? | 0% | 12% | -5% | -16% | -12% | -12%
Cc1ccc(S(=O)(=O)NC(=O)Nc2c(C)n(C)n(-c3ccccc3)c2=O)cc1 | 0 | 0 | 4% | 2% | -5% | -2% | 7% | 7% | 3%
CCCOc1ccccc1/C=C(\C#N)C(=O)Nc1cccc(C)n1 | -2 | -10 | 0% | -9% | 0% | -1% | 27% | 2% | 16%
COc1cccc(NC(=O)c2c(N3CCCC3=O)c3cc(C)ccc3n2C)c1 | . | 7 | -20% | . | . | . | ? | . | -7%
CCCCN1C(=O)C(CC(=O)NCc2cccc3ccccc23)CC(C(=O)N(CC)CC)=C1C (stereo not drawn) | 0 | -13 | 9% | . | . | -1% | -18% | -2% | 1%

Structures from the list above that contain a Cl atom (7):
SMILES | IL-1B inflam inh | DRD3 agonist | KB-3-1 tox | SW480 rerep | MCF10A rereplic | HT1080NT lethal | KB-V1 cytotox | HT1080 IDH1KD tx | HEK293 tox
CCOC(=O)C1=CN(Cc2cccc(F)c2)S(=O)(=O)N(CC)C1c1ccc(F)c(Cl)c1 (stereo not drawn) | 2 | -26 | ? | 13%[9.22 µM] | 15% | 5% | ? | -2% | -2%
O=C(Cc1ccc(Cl)cc1)Nc1ccc(N2CCN(C(=O)c3ccco3)CC2)c(Cl)c1 | -68* | -10 | ? | 4% | ? | ? | ? | ? | -9%
O=C1CN(S(=O)(=O)c2ccc(Cl)cc2C(F)(F)F)CCN1 | 34 | 3 | 4% | -2% | 7% | 2% | -2% | -2% | 10%
O=C(NC1CCCC1)C(c1ccc(Cl)cc1)N1CCN(C2CCCCC2)CC1 (stereo not drawn) | -26 | -17 | 5% | -2% | 5% | 3% | -30% | -3% | -7%
Cc1ccc(C(=O)NNC(=S)NC(=O)c2ccc(Cl)cc2Cl)cc1 | 40 | 14 | -26% | ? | 20% | ? | ? | ? | -9%
CC/C(=N/Nc1ccccc1Cl)c1cnnc(-c2ccccc2)n1 | -18 | -9 | -5% | 9% | -186%[0.0737 µM] | -7% | -8% | -3% | 3%
CC(=O)c1ccc(S(=O)(=O)N2CCN(C(=O)c3ccc(-n4nc(C)c(Cl)c4C)cc3)CC2)cc1 | -14 | 77* | ? | 0% | 12% | -5% | -16% | -12% | -12%
